KCC2 mod: modulators of human KCC2 chloride dependent transport. 190,000 compounds, 2.2% hits. KCC2 cells, thallium flux FluoZin-2 fluorescence. B-score of Tl+ flux slope (higher = more flux/activation; lower = inhibition) at 10 µM. Q9H2X9. AID 1456;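 active = thallium flux slope and its plate-corrected score both differing from the plate sample mean at a set confidence after two filtering rounds, in either direction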;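 note: slope of fluorescence scaled to starting intensity during 10 to 20 s after thallium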
Rad51 HR inh: Rad51 (human) homologous recombination inhibition; Q06609; hRad51 DNA strand exchange, fluorescence dequenching; inhibition, % at 10 µM; 200,000 compounds, 0.085% hits;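 active = inhibition above 40% at the single screening dose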;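 note: 0% = DMSO control wells and 100% = blanks with heterologous ssDNA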
Target sequence (Q06609 whole entry, looked up): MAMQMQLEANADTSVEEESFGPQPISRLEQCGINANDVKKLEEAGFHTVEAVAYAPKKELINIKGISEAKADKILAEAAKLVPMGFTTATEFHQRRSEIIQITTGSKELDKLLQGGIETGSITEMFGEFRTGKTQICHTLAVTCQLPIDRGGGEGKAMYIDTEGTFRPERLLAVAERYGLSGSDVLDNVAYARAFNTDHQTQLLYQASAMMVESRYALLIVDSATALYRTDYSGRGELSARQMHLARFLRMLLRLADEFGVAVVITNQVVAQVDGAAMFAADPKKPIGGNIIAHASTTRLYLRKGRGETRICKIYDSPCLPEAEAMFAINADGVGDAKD
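Material: human Rad51–ssDNA filaments; Probe or stimulus: labelled 47-mer dsDNA for strand exchange; Doses: single 10 µM dose; Incubation: 37 °C 15-min filament assembly, 30-min compound preincubation, 15-min exchange; Technique: FRET fluorescence dequenching, excitation 485 nm, emission 520 nm; Measure: Fluorescence-based percent inhibition, control- and blank-normalised; Benchmarks: plate control and blank wells.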
PERK inhibitor: blocks human PERK kinase; Q9NZJ5; CHO PERK-DD fusion, SEAP luminescence translation reporter; inhibition, % at 5.6 µM; 220,000 compounds, 0.17% hits; AID 1416;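 active = inhibition above the mean inhibition of all tested compounds plus 3 SD, set separately per screening campaign, cut at about 2.9% in these data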;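 note: PERK kinase domain activated by AP20187 dimerizer at 100 nM; 0% = DMSO with dimerizer and 100% = rapamycin at 8.4 µM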
MDM2 E3 inh: Mdm2 E3 ligase (human) inhibition; Q00987; cell-based MDM2 ubiquitination luciferase reporter, 2 h; 0 = plate control, 100 = twice control, blank-subtracted; signal enhancement, % at 5 µM; 210,000 compounds, 0.11% hits; AID 1230;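 active = signal enhancement of 30% or more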;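 note: luminescence tracks abundance of the self-degrading MDM2-luciferase fusion protein; higher signal means inhibition of MDM2 E3 ligase activity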
Target sequence (Q00987 whole entry, looked up, the tested form may be a part): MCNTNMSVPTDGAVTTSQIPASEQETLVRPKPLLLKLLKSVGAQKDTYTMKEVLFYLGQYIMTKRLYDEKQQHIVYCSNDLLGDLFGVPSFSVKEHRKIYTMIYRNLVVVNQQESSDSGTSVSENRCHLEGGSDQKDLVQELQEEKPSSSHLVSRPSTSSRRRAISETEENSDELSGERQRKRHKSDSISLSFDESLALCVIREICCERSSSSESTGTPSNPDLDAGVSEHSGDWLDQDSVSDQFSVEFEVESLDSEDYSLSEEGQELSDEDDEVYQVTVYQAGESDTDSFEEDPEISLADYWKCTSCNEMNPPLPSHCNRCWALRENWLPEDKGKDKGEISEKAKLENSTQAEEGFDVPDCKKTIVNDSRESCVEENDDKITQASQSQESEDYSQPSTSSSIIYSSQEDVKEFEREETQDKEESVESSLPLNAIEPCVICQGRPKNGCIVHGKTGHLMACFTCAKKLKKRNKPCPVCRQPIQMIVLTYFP
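Assay system: stable mammalian line carrying autodegrading MDM2–luciferase fusion reporter; amount: 2000 cells seeded into each well; buffer or medium: DMEM; benchmarks: plate control and blank wells; signal: luciferase luminescence; timing: 2 h compound exposure at 37 °C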
m-calpain inh: blocks pig calpain II enzyme activity | purified calpain II, fluorogenic peptide substrate, 30 min | inhibition, % at 16 µM | AID 1236 | 220,000 compounds, 0.37% hits;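 active = inhibition above about 50%, limit read from the data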
eIF4E-4G inh: inhibitors of eIF4E and eIF4G interaction in translation initiation. P63073+Q04637. TR-FRET eIF4E-eIF4GI(517-606) binding, 2 h. inhibition, % at 21.7 µM. 220,000 compounds, 0.37% hits. AID 782;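 active = inhibition above about 30%, limit read from the data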;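 note: 0% = full FRET control wells and 100% = background wells lacking eIF4GI fragment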
L929 necroptosis: L929 zVAD cell death inhibition; L929 zVAD necroptosis rescue, ATP luminescence, 24 h; with zVAD 60 µM; viability rescue, % at 10 µM; 220,000 compounds, 0.38% hits; AID 1377;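 active = activation, scaled between plate controls, above about 75%, limit read from the data; inactive = activation under that limit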;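 note: 0% = zVAD with DMSO and 100% = DMSO alone without zVAD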
EBV gp42 inh: EBV gp42 inhibition; Q1HVG2; Fluorescence polarization binding assay, mP read-out; inhibition, % (tested at 21.74 µM); 220,000 compounds, 0.42% hits; in the data active = inhibition above about 50%
Target sequence (Q1HVG2 whole entry, looked up): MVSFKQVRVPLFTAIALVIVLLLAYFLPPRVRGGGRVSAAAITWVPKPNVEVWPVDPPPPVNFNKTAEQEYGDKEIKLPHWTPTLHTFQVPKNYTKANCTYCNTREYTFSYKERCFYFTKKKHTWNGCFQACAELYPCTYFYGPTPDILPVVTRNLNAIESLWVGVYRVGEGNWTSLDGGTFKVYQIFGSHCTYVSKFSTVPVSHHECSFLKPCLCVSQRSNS
TNF death inh: TNF-alpha cell death inhibition in Jurkat FADD-/- cells | Jurkat FADD-/- TNF necroptosis rescue, ATP luminescence, 24 h; 0 = TNF only, 100 = no-TNF cells | activation (protection from cell death), % at 10 µM | 220,000 compounds, 0.068% hits | AID 463075;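 active = activation, meaning protection from cell death, of at least 50% relative to plate controls; inactive = activation below 50%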;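 note: necroptosis triggered by 40 ng/mL TNF-alpha added together with compound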
The depositor's hits bear a star; i = inactive; nt = not tested or not shown; [ ] = dose if it differs, or a comment.

SMILES	KCC2 mod	Rad51 HR inh	PERK inhibitor	MDM2 E3 inh	m-calpain inh	eIF4E-4G inh	L929 necroptosis	EBV gp42 inh	TNF death inh
O=c1c2ccccc2oc2nc(-c3cccs3)n(CCc3ccccc3)c(=O)c12	-0.032	3	0.4	-7	13	1	1.9	-8	-0.2
Cc1ccc(S(=O)(=O)N(C)Cc2nc(-c3ccccn3)no2)cc1	0.06	6	0.7	-10	-17	4	0.5	-20	-1.5
CCC(=O)Nc1ccc(C(=O)OCc2ccc(Cl)c(Cl)c2)cc1	0.73	5	1.0	-9	3	0	-0.3	-17	1.5
Cc1ccccc1NC(=S)c1nc2ccccc2[nH]1	46*	6	-0.9	-14	30	2	0.5	-7	-1.2
O=C(COc1cccnc1[N+](=O)[O-])N1CCc2ccccc21	-1.1	9	0.6	3	15	3	2.0	-4	-0.2
c1ccc(CCCNCC2COc3ccccc3O2)cc1 (centres undefined)	0.12	-8	0.7	-12	23	-1	-1.1	-12	1.2
O=C(NCc1ccc(Cl)cc1)C(=O)NCC1OCCN1C(=O)c1cccs1 (centres undefined)	-0.23	9	0.6	-13	-14	0	0.6	-3	2.3
COc1ccc(-n2nnnc2SCC(=O)NCCc2ccccc2)cc1OC	nt	13	-0.1	-14	-21	3	1.0	2	1.3
O=C(NC1CCCCC1)c1ccc(CNc2ccccc2)o1	-2.7	4	0.7	-9	-38	-12	0.1	-6	0.5
CCC1c2ccc(C)n2CCN1C(=O)Nc1ccc(F)cc1 (centres undefined)	0.1	-16	0.8	-7	-7	-1	-0.2	-1	0.1
O=C(CN(Cc1ccc2c(c1)OCO2)C(=O)CNC(=O)c1ccco1)NC1CCCCC1	-0.11	1	0.1	-7	14	-1	-0.7	-6	-4.3
CCOc1ccc(/C=N/OCC(=O)Nc2cc(C)on2)cc1	1.4	-1	0.7	3	-20	1	0.9	-3	2.7
N#Cc1c(Cl)cccc1-n1ccnc1	0.18	-7	0.9	-6	-6	-5	0.7	-19	-1.8
Cc1ccc(S(=O)(=O)N2CCC(C(=O)Nc3ccc4c(c3)COC4=O)CC2)cc1	0.059	-3	-0.4	10	-25	-2	-0.4	-15	-7.1
Cc1cc(O)ccc1N/C=C(\C#N)c1nc2ccccc2o1	1.4	-14	1.1	-12	-56	-4	2.1	-27	-1.2
Cc1sc2ncnc(SCC(=O)NC(C)C(C)C)c2c1C (centres undefined)	1.7	-40	0.5	-7	9	1	-0.6	-3	1.4
C/C(N)=C(/C#N)C(=O)COC(=O)c1ccc(NC(N)=O)cc1	-0.11	12	0.8	nt	-20	-19	-0.3	-10	0.8
Cc1ccc(-n2nnnc2Sc2nc([N+](=O)[O-])nn2C)cc1	0.22	1	0.7	-12	-9	1	-0.8	-20	-7.1
CC(=O)c1c(C)[nH]c(C(=O)Nc2nc(-c3ccccc3)c(C)s2)c1C	0.35	3	0.6	3	-69	-8	1.7	-15	3.7
CCOC(=O)C1=C(C)NC(=O)NC1c1ccsc1 (centres undefined)	nt	-6	1.5	-14	23	-4	0.9	-1	0.1
CSCCC(NC(=O)c1ccc(Cl)cc1Cl)C(=O)OCC(N)=O (centres undefined)	-0.13	nt	1.6	nt	-18	-12	0.7	-7	-0.2
N#C/C(C(N)=O)=C1/SC(Cc2ccc(F)cc2)C(=O)N1c1ccccc1 (centres undefined)	0.021	nt	0.9	10	-15	0	-0.4	-18	4.6
COC(=O)c1ccc(N2CCN(c3ccccc3)CC2)c(NC(=O)C2CC2)c1	0.001	-1	1.3	-8	6	1	0.0	-9	-3.7
COc1cccc(C(=O)N2CCN(S(=O)(=O)Cc3ccccc3)CC2)c1	nt	-5	0.2	-9	-4	-5[fluorescence artefact?]	-0.1	-22	-1.5
COc1cccc(CNn2c(-c3cccc(C)c3)nc3ccccc3c2=O)c1O	0.0096	-5	-1.6	-11	19	-1	-0.3	14	-4.7
OCCNc1ncnc2ccc(Br)cc12	nt	-3	1.0	-11	1	1	0.2	-8	0.2
COc1ccc2nc(SCC(=O)Nc3c(C)cccc3C)[nH]c2c1	0.057	-5	-0.5	3	-17	-1	0.1	-11	0.6
COc1ccc([N+](=O)[O-])cc1NC(=O)CC(C)c1ccccc1 (centres undefined)	-0.96	5	-0.9	6	7	-7	0.3	-13	-2.0
COc1cc(Br)cc(C=Nc2cccc(C(F)(F)F)c2)c1O	-1.4	1	0.4	-8	12	0[fluorescence artefact?]	0.1	10	0.8
CCNC(=S)Nc1cc(OCC)c(NC(=O)c2ccco2)cc1OCC	-0.015	nt	0.5	-16	19	8	0.8	-3	0.1
Cc1onc(-c2ccccc2Cl)c1C(=O)NCc1ccc(N2CCCC2=O)cc1	nt	4	-0.6	-17	2	3	-0.2	1	-1.6
COc1ccccc1/C=C\C=N\n1c(C2CCCCC2)n[nH]c1=S	-0.69	-3	-0.1	0	11	2	0.3	0	-3.5
COc1ccc(OC)c(-c2nnc(NC(=O)C(C)Sc3nncn3C)s2)c1 (centres undefined)	-0.51	2	0.5	-9	-29	0	1.5	-21	-2.2
CS(=O)(=O)NN1C(=O)c2ccccc2NC1c1ccccc1 (centres undefined)	-0.004	nt	2.1	-24	i	0	1.1	-5	-0.5
O=S(=O)(c1ccc(Cl)c2ccccc12)N1CCCC1	-0.43	nt	0.5	-11	-7	2	0.7	-9	-0.6
CCOC(=O)c1cn2nc(Oc3ccc(C(=O)OC)cc3)ccc2n1	-0.083	14	2.2	-8	-68	0	-0.1	-8	1.8
CN(Cc1ccccc1)C(=O)COC(=O)c1ccc2ccccc2n1	-2.2	-8	1.0	-2	6	1	0.0	-11	0.2
O=C(O)CCSc1nnc(-c2ccncc2)n1-c1ccccc1	nt	7	1.1	-11	26	7	0.0	-5	-0.9
CCOC(=O)c1nnn(-c2nc(OC)nc(N(C)C)n2)c1-c1ccccc1	nt	-5	-2.0	-4	13	0	-0.6	1	-1.8
CC(C)NS(=O)(=O)c1ccc(CCC(=O)NCc2ccncc2)cc1	0.56	22	1.7	-14	-21	0	2.3	-17	1.4
CCCCCn1c(CN2CCN(C)CC2)nc2c1c(=O)n(C)c(=O)n2C	0.97	nt	-0.9	-5	-9	7[fluorescence artefact?]	0.6	-22	0.0
O=C(NCc1ccco1)C(c1ccncc1)N(CCC1=CCCCC1)C(=O)Cn1nnc2ccccc21 (centres undefined)	-0.069	7	-1.5	-19	-56	14	-0.4	-16	-2.5
CCOc1ccc(NCc2nnc(SCc3ccc(Cl)cc3)n2-c2ccccc2)cc1	-1.7	8	-1.1	-7	28	8[fluorescence artefact?]	1.0	3	1.9
Cc1ccc(SCC(=O)c2sc(-c3ccccc3)nc2C)cc1	nt	3	0.7	0	66*	-18	0.3	7	-2.4
O=C(CCSCCC(=O)NCc1ccco1)NCc1ccco1	nt	4	0.3	-5	-258	-3	0.3	10	-0.9
C/C(=N\NC(=O)c1ccc(Cl)c(Cl)c1)c1ccc(Br)s1	7.2*	1	0.7	-2	-99	2	2.5	6	-0.4
CC1(C)CC2CC(C)(CN2Cc2c(O)ccc3ccccc23)C1 (centres undefined)	-1.4	14	1.6	-3	-59	5	37	-7	-3.2
O=C(c1ccccc1F)N1CCc2ccccc21	nt	-10	-0.2	nt	nt	nt	0.0	nt	-3.3
Cc1cc([N+](=O)[O-])ccc1NCc1ccco1	-3.3	-10	0.3	1	-6	-2	3.0	-20	0.2
CCC(C)(C)NC(=O)C(c1cccs1)N(C(=O)c1ccn[nH]1)c1cccc(OC)c1 (centres undefined)	0.0095	28	-0.3	-22	-29	1	-0.7	0	-0.5
CCOC(=O)c1cc2c(=O)n3ccccc3nc2n(C(C)C)c1=NC(=O)c1c(-c2ccccc2Cl)noc1C	-0.021	6	0.4	-9	-359	0	-1.2	3	-6.1
COc1ccccc1OCC(O)CNCc1ccc2c(c1)OCO2 (centres undefined)	0.057	12	0.2	4	1	4	-0.2	-10	2.1
CCCCC1=CC2=CC(=O)C(C)(OC(=O)CC)C(=O)C2=CN1CCN1CCOCC1 (centres undefined)	0.97	-7	nt	-2	-85	1	-0.2	12	1.3
CN(C)CC/C=C1/c2ccccc2Sc2c(O)cc(Cl)cc21	0.51	-2	0.3	-3	-4	-2	-0.2	-19	-5.8
CCCN(Cc1cc2cc(C)ccc2[nH]c1=O)S(C)(=O)=O	0.52	-2	0.5	-22	-26	2	-0.2	2	1.8
CC1CCCCN1S(=O)(=O)c1ccc(N(C(=O)c2cnccn2)C(C(=O)NC2CCCCC2)c2cccs2)cc1 (centres undefined)	1.2	6	-0.4	2	-8	4[fluorescence artefact?]	0.6	-9	3.1
CCc1nnc(NC(=O)CSc2nnc(-c3ccc(OC)cc3)n2C)s1	-0.59	-1	0.9	-1	-15	-5	0.2	-7	0.0
O=C(NCc1ccccc1)N(Cc1nc2ccccc2c(=O)[nH]1)C1CCCC1	0.079	-2	-0.5	-15	-223	-2	-0.1	6	-0.8
CCCCCCCN=CC1=C(O)CC(c2ccccc2)CC1=O (centres undefined)	-0.54	nt	-0.6	-10	28	6	0.8	-3	0.3
CCCn1nc(NC(=O)CC(C)C)c2cc3ccccc3nc21	nt	-2	-1.1	-15	-46	-2[fluorescence artefact?]	1.2	-19	0.4

Reformatted: three of the compounds above.
| canonical_smiles | KCC2 mod | Rad51 HR inh | PERK inhibitor | MDM2 E3 inh | m-calpain inh | eIF4E-4G inh | L929 necroptosis | EBV gp42 inh | TNF death inh |
| --- | --- | --- | --- | --- | --- | --- | --- | --- | --- |
| CN(Cc1ccccc1)C(=O)COC(=O)c1ccc2ccccc2n1 | -2.2 | -8 | 1.0 | -2 | 6 | 1 | 0.0 | -11 | 0.2 |
| O=C(O)CCSc1nnc(-c2ccncc2)n1-c1ccccc1 | nt | 7 | 1.1 | -11 | 26 | 7 | 0.0 | -5 | -0.9 |
| CCOC(=O)c1nnn(-c2nc(OC)nc(N(C)C)n2)c1-c1ccccc1 | nt | -5 | -2.0 | -4 | 13 | 0 | -0.6 | 1 | -1.8 |

Further results.
SMILES	KCC2 mod	Rad51 HR inh	PERK inhibitor	MDM2 E3 inh	m-calpain inh	eIF4E-4G inh	L929 necroptosis	EBV gp42 inh	TNF death inh
c1ccc(CCSc2nccn2-c2ccccc2)cc1	nt	3	0.0	-13	9	-1	-0.4	-13	-5.3
Cc1cc2ccccc2n1CCNC(=O)C(C)(C)C	-0.32	-7	nt	-4	-5	1	-0.6	2	-2.7
Cc1ccc(C(=O)N2CCC3(CC2)Oc2ccc(Cl)cc2C(=O)C32CC(c3cccnc3)=NO2)s1 (centres undefined)	-0.042	8	nt	11	-37	2	0.0	-10	0.4
O=C(O)c1ccc(N/N=C/c2cc3cc4c(cc3nc2Cl)OCCO4)cc1	-2.2	-25	0.8	-66	1	-8	2.1	-6	-6.8
O=C(C1=C[C@@H](c2ccc(Br)cc2)C[C@@H](OCCCCO)O1)N1CCN(Cc2ccccc2)CC1	-1.4	10	0.3	nt	-12	-3	1.1	-5	-4.3
O=c1cc(Nc2ccc3c(c2)OCCO3)[nH]c(=O)n1-c1ccc(Br)cc1	nt	5	0.6	5	-13	1	-0.4	-5	-2.2
Cc1nn(C)c(C)c1S(=O)(=O)N1CCC(C(=O)NC(C)c2ccccc2)CC1 (centres undefined)	0.032	9	1.4	-20	11	2	0.4	-9	0.5

This is a random part of the collection; any-hit rate near 3.6%.
